aSyn rescue – qHTS of alpha-syn Inhibitors | AID 652106, 2013 | hit rate 0.14% among 370,000 | Yeast expressing alpha-synuclein, growth rescue, BacTiter-Glo, 24 h | Potency, µM (doses to about 46.1 µM), for inactives: at the top dose growth rescue (activation), hits mostly activators; note: % of control where 0% means no effect; nearly all actives have a fitted effect of over 65% in size
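Rescue of yeast growth: cells expressing toxic alpha-synuclein, induced in galactose at OD600 0.02, incubated with compound 24 h at 30 C. ATP luminescence quantified growth; inhibitors of toxicity appear as activators.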
FUS yeast rescue – qHTS for Suppressors of FUS Proteinopathy: Primary screen using FUS-linked yeast assay. hit rate 0.24% among 390,000. Potency, µM (doses to about 76.6 µM), for the others: at the highest dose growth rescue (activation), actives largely listed as activators. S. cerevisiae FUS-expressing, growth rescue, OD600, 24 h;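 note: plate controls were DMSO vehicle for no effect and reference control for full effect; nearly all actives have a fitted effect of over 55% in size; some results filed as inactive show a strong effect at the top dose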
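Absorbance at 600 nm, taken 24hr after compound addition, measured rescue of FUS-yeast growth at 30C. Induction used 2% galactose with seeding at OD 0.005. Controls: CP55940 from 92uM final, DMSO only.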
EPAC1 ag – qHTS for Agonist of cAMP-regulated guanine nucleotide exchange factor 3 (EPAC1): primary screen; Rap guanine nucleotide exchange factor 3 (Homo sapiens), O95398; hit rate 0.073% among 360,000; EPAC1 agonist qHTS, biochemical assay; response scale: 100% = response to 6.5 mM cAMP; AID 720707, 2013; Potency, µM (doses to about 154 µM), inactives show at the top dose activation, most hits filed as activators; note: nearly all actives have a fitted effect of over 60% in size
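Nucleotide exchange by EPAC1 (100 nM) on Rap1B–BODIPY-GDP (250 nM) in the presence of 50 uM GDP is tracked fluorescently at 480/540 nm over 30 min. Signals are normalized to a 6.5 mM cAMP control.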
TDP-43 yeast inh – qHTS of TDP-43 Inhibitors | Potency, µM (series often up to 46.1 µM), for inactives: at the highest dose growth rescue (activation), most hits filed as activators | AID 652104, 2013 | TDP-43 expressing yeast growth rescue, BacTiter-Glo, 24 h | hit rate 1.8% among 410,000; note: % of control where 0% means no effect; nearly all actives have a fitted effect of over 50% in size
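Cell-based yeast growth screen: TDP-43 expression induced in galactose, inoculum OD600=0.02 after raffinose pregrowth to mid-log. Read-out BacTiter-Glo luminescence at 24 hr, 30 deg C; inhibition of toxicity seen as signal increase.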
EPAC2 antag – qHTS for Antagonist of cAMP-regulated guanine nucleotide exchange factor 2 (EPAC2): primary screen; EPAC2 GEF exchange of Rap1B-BODIPY-GDP, fluorescence; Potency, µM (titrated, usually from 114 µM), for inactives: at the highest dose activity, negative = inhibition, hits mostly inhibitors; AID 720708, 2013; hit rate 0.18% among 360,000; note: % is set by controls: 0 for no effect and ±100 for the full control effect; nearly all actives have a fitted effect of over 45% in size; many of its hits are not listed in these tables
EPAC2 agonist – qHTS for Agonist of cAMP-regulated guanine nucleotide exchange factor 4 (EPAC2): primary screen; Rap guanine nucleotide exchange factor 4 (Homo sapiens), Q8WZA2; EPAC2 activation, biochemical qHTS; response scale: 100% = 6.5 mM cAMP response; Potency, µM (series often up to 154 µM), for inactives: at the top dose activation, usual class: activators; hit rate 0.079% among 360,000; AID 720711, 2013; note: nearly all actives have a fitted effect of over 50% in size
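Each well held 100 nM EPAC2, 250 nM RAP1B-BODIPY-GDP and 50 uM GDP. Fluorescence, read at 5-min intervals to 30 min, was referenced to a 6.5 mM cAMP positive control.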
EPAC1 antagonist – qHTS for Antagonist of cAMP-regulated guanine nucleotide exchange factor 3 (EPAC1): primary screen | EPAC1 GEF assay, Rap1b-BODIPY-GDP exchange fluorescence | Potency, µM (titrated, usually from 115 µM), for inactives: at the highest dose activity change, negative = inhibition, usual class: inhibitors | hit rate 0.14% among 360,000 | Rap guanine nucleotide exchange factor 3 (Homo sapiens), O95398;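 note: plate controls were vehicle for no effect and positive control for full effect; nearly all actives have a fitted effect of over 50% in size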
PTHR1 agonist – qHTS for PTHR1 Agonists: Primary Screen; Parathyroid hormone/parathyroid hormone-related peptide receptor (Homo sapiens), Q03431; HEK293 GP2 PTHR1 cells, GloSensor cAMP luminescence, 1 h; Potency, µM (highest dose often 115 µM), for the others: at the highest dose activation, actives largely listed as activators; hit rate 0.075% among 410,000; note: nearly all actives have a fitted effect of over 55% in size; some results filed as inactive show a strong effect at the top dose; inactives centre near -15; many of its hits are not listed in these tables
Target sequence (Q03431 whole entry, looked up): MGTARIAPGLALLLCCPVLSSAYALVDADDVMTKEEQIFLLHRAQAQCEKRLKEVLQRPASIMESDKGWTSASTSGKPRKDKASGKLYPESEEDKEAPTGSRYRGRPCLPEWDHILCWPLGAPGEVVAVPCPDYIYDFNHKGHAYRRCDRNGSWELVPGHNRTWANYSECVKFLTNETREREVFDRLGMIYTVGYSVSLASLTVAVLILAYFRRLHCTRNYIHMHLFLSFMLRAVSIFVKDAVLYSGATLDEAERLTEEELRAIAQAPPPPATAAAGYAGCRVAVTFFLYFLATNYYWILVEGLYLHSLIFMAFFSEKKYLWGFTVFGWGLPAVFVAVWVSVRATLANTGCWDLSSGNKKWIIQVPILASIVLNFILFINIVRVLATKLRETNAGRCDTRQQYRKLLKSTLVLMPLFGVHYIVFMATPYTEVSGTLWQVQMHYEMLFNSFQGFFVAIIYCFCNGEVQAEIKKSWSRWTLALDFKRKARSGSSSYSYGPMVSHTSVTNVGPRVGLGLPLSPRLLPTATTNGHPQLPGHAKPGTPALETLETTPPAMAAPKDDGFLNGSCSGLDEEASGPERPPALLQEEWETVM
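HEK-293-derived GP2 cells expressing PTHR1 and a GloSensor cAMP reporter, 3,000/well, plated overnight, given luciferin plus IBMX (each 0.5 mM as added) for 1 h at 37 °C, then compound for 1 h at 37 °C. Luminescence was read after 15 min at room temperature.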
An asterisk follows results filed as active; i = inactive; ? = inconclusive; · = no result given; [ ] = remark or other dose. Calls come from the whole dose curve; as a rule, active = well fitted curve in the direction sought with a large enough effect; inconclusive = small, poorly fitted or top-dose-only effect, or another doubt; inactive = no such curve, though single readings can be large; an effect the other way counts as inactive or inconclusive. Potency is the fitted concentration of half-maximal effect. Not all compounds are listed; count on the stated rates, not on these rows.

Structure	aSyn rescue	FUS yeast rescue	EPAC1 ag	TDP-43 yeast inh	EPAC2 antag	EPAC2 agonist	EPAC1 antagonist	PTHR1 agonist
O=C(NCCCN1CCOCC1)C(=O)N/N=C/c1c2ccccc2cc2ccccc12	0%	15%	-166%[inhibitor]	-26%	3%	-35%[inhibitor]	-28%	-2%
Cc1cc(-c2nnc(SCC(=O)Nc3ccc(Br)cc3F)n2N)n[nH]1	-2%	-6%	-14%	-1%	8%	9%	-15%	i
Cc1cccc(NC(=O)[C@H](Cc2c[nH]c3ccccc23)NC(=O)[C@@H]2Cc3ccccc3CN2)c1	-2%	21%	-18%	-6%	30%[activator]	9%	-8%	-48%
CC1C(=O)O[C@@H]2C[C@@H](C)[C@@H]3CCC(=O)[C@@]3(C)[C@@H](O)[C@H]12 (some centres undefined)	-1%	-27%	-16%	-1%	10%	4%	-12%	i
COc1ccccc1C(=O)NCCN1CCN(c2ccccc2)CC1	1%	-25%	-4%	8%	4%	6%	-10%	i
S=C(NCc1ccccc1)NCc1ccc(Cl)cc1	-1%	8%	-6%	1%	-13%	12%	-30%	-22%
O=C(CCNS(=O)(=O)c1cccc2nonc12)NCc1cccs1	-4%	12%	-1%	-6%	2%	-4%	-13%	-21%
O=C1NC(c2cccnc2)C(C(=O)c2cccs2)C(O)(C(F)(F)F)N1 (centres undefined)	-4%	?	0%	-9%	-1%	11%	-4%	i
Cc1ccc(S(=O)(=O)N2C[C@H]3[C@H]4C(=O)N(Cc5ccccc5)C(=O)[C@H]4CC(=O)[C@H]3[C@@H]2c2ccccc2F)cc1	2%	18µM*	5%	23%	-9%	5%	-1%	-20%
COc1ccc(NC(=O)C(c2ccc(C(F)(F)F)cc2)n2c(=O)c(-c3ccco3)nc3ccccc32)cc1 (centres undefined)	-2%	31%	-1%	22%	3%	-9%	-16%	i
Cc1ccc(CNS(=O)(=O)c2ccc([N+](=O)[O-])cc2)cc1	-2%	-12%	9%	?	0%	11%	-1%	-22%
N#Cc1c(Sc2ncc(C(F)(F)F)cc2Cl)nsc1C/C=N\OCc1ccccc1Br	2%	21%	-7%	8%	2%	-11%	-13%	i
Cc1cccc(-c2noc(-c3cc4ccccc4oc3=O)n2)c1	-7%	24%	5%	-7%	2%	9%	-13%	-10%[57.5 µM]
COc1ccc(NC(=O)CCCN2C(=O)C3CC=CCC3C2=O)cc1 (centres undefined)	-2%	·	5%	18%	-1%	9%	16%	-21%
O=C(O)c1nn(Cc2ncc(-c3cccc(Cl)c3)o2)c(=O)c2ccccc12	12%	40%	1%	0%	2%	-2%	-12%	-17%
CCC(=O)N1CCc2cc(CNS(=O)(=O)c3cc(OC)ccc3OC)ccc21	0%	12%	·	6%	·	·	·	i
CC1=CC(C)(C)N(C(=O)CN2C(=O)CCC2=O)c2ccc(C)cc21	0%	-6%	0%	15%	10%	1%	4%	i
CC(=O)Nc1cccc(C(=O)NNC(=O)c2n[nH]c(=O)c3ccccc23)c1	7%	5%	-14%	1%	2%	7%	?	i
COc1ncc(-c2ccc(N3C(c4ccc([N+](=O)[O-])cc4)=Cc4ccccc4C3CC(C)=O)cc2)cn1 (centres undefined)	-2%	26%	3%	0%	9%	14%	1%	-2%
CC(C)Cn1cnc2c(SCc3ccccc3Cl)nc(N)nc21	6%	·	7%	8%	-2%	9%	-8%	-34%[inhibitor]

A few values from the entries so far.
In EPAC2 antag, O=C1NC(c2cccnc2)C(C(=O)c2cccs2)C(O)(C(F)(F)F)N1 (centres undefined) shows -1%
In EPAC1 ag, CC1=CC(C)(C)N(C(=O)CN2C(=O)CCC2=O)c2ccc(C)cc21 shows 0%
In PTHR1 agonist, O=C(CCNS(=O)(=O)c1cccc2nonc12)NCc1cccs1 shows -21%

(continued)
Structure	aSyn rescue	FUS yeast rescue	EPAC1 ag	TDP-43 yeast inh	EPAC2 antag	EPAC2 agonist	EPAC1 antagonist	PTHR1 agonist
CCOC(=O)CN1CCc2c(C)nc3c(-c4ccc(OC)c(OC)c4)cnn3c21	7%	27%	-3%	-10%	-1%	0%	6%	0%[57.5 µM]
CS(=O)(=O)c1ccc(C(=O)NC(Cc2ccccc2)c2ccccc2)cc1 (centres undefined)	0%	5%	-2%	-28%	17%	0%	-4%	i
NC(=O)C1CCN(CC(=O)Nc2ccccc2Sc2ccccc2)CC1	1%	·	10%	2%	-3%	-2%	7%	i
COc1cc2c(cc1OC)CN(C(=O)c1ccc(-c3ccccc3)cc1)CC2	4%	-2%	16%	?	?	5%	-26%	-44%[inhibitor]
CCOc1ccc(NC(=O)N(Cc2ccc(C)cc2)Cc2ccccn2)cc1	2%	3%	-3%	6%	-8%	8%	-16%	i
O=C(O)CCCc1ccc2c(c1)CCc1ccccc1-2	-29%	15%	-10%	14%	-24%	-3%	-11%	-43%[inhibitor]
Cc1ccc(S(=O)(=O)NCCc2ccncc2)cc1[N+](=O)[O-]	0%	16%	1%	-9%	0%	10%	18%	-3%
CC1(C)CC(OC(=O)c2ccccc2)CC(C)(C)N1	-5%	-21%	13%	-10%	-1%	17%	11%	i
CNS(=O)(=O)c1cc(NC(=O)CCCNC(=O)c2ccc(Cl)cc2)ccc1C	-9%	26%	5%	-6%	2%	8%	-18%	-6%
O=C(CSc1nnc(-c2ccccc2O)o1)N1CCc2ccccc2C1	6%	17%	14%	19%	-3%	14%	-5%	-22%
CC(=O)N1c2ccccc2NC2=C(C(=O)CCC2)C1c1ccc(F)cc1 (centres undefined)	2%	-5%	5%	-1%	3%	-1%	3%	-17%[57.5 µM]
Cc1nc(Sc2nnnn2C)c2c3c(sc2n1)CCC3	-3%	0%	16%	18%	7%	2%	2%	i
O=C(NN(Cc1ccccc1)Cc1ccccc1)c1ccccc1	0%	-25%	-7%	-15%	6%	3%	-12%	i
CC(=O)N1CCOCCOCCOCC1	0%	-15%	-5%	17%	1%	6%	-5%	-10%
COc1ccc(N(CC(=O)NC2CC3CCC2C3)S(=O)(=O)c2ccc(C)cc2)cc1 (centres undefined)	-8%	·	13%	-9%	-3%	7%	2%	-14%
c1ccc(N2CC3CCc4ccccc4C3=N2)cc1 (centres undefined)	-1%	-5%	-2%	-3%[1.82 µM]	3%	12%	-11%	-21%
COc1ccc(N(CC(=O)N2CCc3ccccc32)S(=O)(=O)c2c(C)noc2C)cc1	0%	6%	11%	19%	-6%	5%	-1%	0%[57.5 µM]
COc1ccc(NC(=S)N2CCN(Cc3ccco3)CC2)c(OC)c1	0%	·	3%	-12%	13%	5%	26%	-24%
Cc1ccc(S(=O)(=O)N2CCC(=O)N([C@H](COCc3ccccc3)C(C)C)CC2)cc1	-5%	?	-10%	21%	-19%	4%	10%	i
CC(C)Cn1c(N)c(S(=O)(=O)c2cccs2)c2nc3ccccc3nc21	-5%	-8%	-7%	5%	-40%	0%[15.6 µM]	-8%	-2%[57.5 µM]

Further structures.
Structure	aSyn rescue	FUS yeast rescue	EPAC1 ag	TDP-43 yeast inh	EPAC2 antag	EPAC2 agonist	EPAC1 antagonist	PTHR1 agonist
O=C(c1ccco1)N1CCC2CC1c1c(Cl)cccc12 (centres undefined)	11%	-12%	-8%	10%	-16%	14%	4%	-26%
COc1ccc(C(C)=O)cc1CN1C(=O)NC(c2ccccc2)(c2ccccc2)C1=O	1%	38%	3%	4%	-4%	12%	8%	-30%
COc1cc(/C=C2\NC(=S)NC2=O)ccc1OCc1cccc(C(=O)O)c1	-3%	28%	0%	-19%	-13%	12%	?	-25%
O=S(=O)(NCc1ccco1)N1CCCCCC1	13%	-24%	15%	12%	2%	5%	-15%	i
O=C(OCc1nc2ccccc2[nH]1)C1CCCCC1	13%	-31%	1%	23%	-11%	5%	-7%	i
CCN1C(=O)C2(/C(=C(\O)c3ccc4c(c3)OCCO4)C(=O)C(=O)N2CCCOC)c2ccccc21 (centres undefined)	1%	1%	5%	-7%	?	-20%	-9%	i
O=C(O)c1cc(S(=O)(=O)N2CCN(C(=O)c3ccco3)CC2)c(Cl)cc1Cl	-5%	-11%	-8%	-16%	12%	-2%	4%	i
CN(CCN1CCc2ccccc2C1)Cc1nc(-c2ccc3c(c2)OCO3)no1	3%	-11%	2%	14%	3%	-1%	6%	i
Cc1[nH]n(C(N)=S)c(=O)c1C(c1ccccc1)C(C#N)C#N (centres undefined)	11%	5%	-9%	22%	17%	1%	13%	-26%
CC(O)[C@H]1CNCCN1CCc1cccc(F)c1 (some centres undefined)	0%	-28%	-8%	?	16%	9%	-4%	-31%[inhibitor]
Cc1cccc(C)c1-n1c(C)cc(/C=N\NC(=O)CC(=O)NC2CCCCC2)c1C	-1%	·	-13%	-11%	-20%	8%	?	-29%
Cc1cc(F)ccc1C(O)c1ncc(-c2ccccc2Cl)[nH]1 (centres undefined)	5%	-8%	0%	22%	2%	12%	-3%	-19%
CC(C)OC(=O)c1nnc(-c2ccccc2)nc1OC(C)C	0%	-12%	-13%	12%	8%	13%	7%	i
Cc1ccc(C)c2c1[nH]c1ccc([N+](=O)[O-])cc12	0%	25%	24%	?	-4%	-6%	-4%	-11%[57.5 µM]
CCN(CC(=O)NCc1ccc(Cl)cc1)C(=O)c1cc(S(=O)(=O)N2CCOCC2)ccc1C	-1%	19%	-12%	29%	-7%	-4%	-18%	-22%

Some of these compounds in order of the PTHR1 agonist value, falling.
SMILES,EPAC2 antag,EPAC2 agonist,EPAC1 antagonist,PTHR1 agonist
Cc1cc(F)ccc1C(O)c1ncc(-c2ccccc2Cl)[nH]1 (centres undefined),2%,12%,-3%,-19%
CCN(CC(=O)NCc1ccc(Cl)cc1)C(=O)c1cc(S(=O)(=O)N2CCOCC2)ccc1C,-7%,-4%,-18%,-22%
COc1cc(/C=C2\NC(=S)NC2=O)ccc1OCc1cccc(C(=O)O)c1,-13%,12%,?,-25%

Screening data as filed in PubChem.
